# EPAC2 antag: qHTS for Antagonist of cAMP-regulated guanine nucleotide exchange factor 2 (EPAC2): primary screen; Rap guanine nucleotide exchange factor 4 (Homo sapiens), Q8WZA2; EPAC2 GEF exchange of Rap1B-BODIPY-GDP, fluorescence; Potency, µM (doses to about 114 µM), for the others: top-dose activity, negative = inhibition, most hits filed as inhibitors; 360,000 compounds, 0.18% hits; AID 720708, 2013; note: potency is the fitted concentration of half-maximal effect; % is set by controls: 0 for no effect and ±100 for the full control effect; nearly all actives have a fitted effect of over 45% in size; many of its hits are not listed in these tables
# EPAC1 antagonist: qHTS for Antagonist of cAMP-regulated guanine nucleotide exchange factor 3 (EPAC1): primary screen. Potency, µM (series often up to 115 µM), without a hit: at the highest dose activity change, negative = inhibition, actives largely listed as inhibitors. EPAC1 GEF assay, Rap1b-BODIPY-GDP exchange fluorescence. 360,000 compounds, 0.14% hits. Rap guanine nucleotide exchange factor 3 (Homo sapiens), O95398;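 note: potency is the fitted concentration of half-maximal effect; plate controls were vehicle for no effect and positive control for full effect; nearly all actives have a fitted effect of over 50% in size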
# Target sequence (O95398 whole entry, looked up): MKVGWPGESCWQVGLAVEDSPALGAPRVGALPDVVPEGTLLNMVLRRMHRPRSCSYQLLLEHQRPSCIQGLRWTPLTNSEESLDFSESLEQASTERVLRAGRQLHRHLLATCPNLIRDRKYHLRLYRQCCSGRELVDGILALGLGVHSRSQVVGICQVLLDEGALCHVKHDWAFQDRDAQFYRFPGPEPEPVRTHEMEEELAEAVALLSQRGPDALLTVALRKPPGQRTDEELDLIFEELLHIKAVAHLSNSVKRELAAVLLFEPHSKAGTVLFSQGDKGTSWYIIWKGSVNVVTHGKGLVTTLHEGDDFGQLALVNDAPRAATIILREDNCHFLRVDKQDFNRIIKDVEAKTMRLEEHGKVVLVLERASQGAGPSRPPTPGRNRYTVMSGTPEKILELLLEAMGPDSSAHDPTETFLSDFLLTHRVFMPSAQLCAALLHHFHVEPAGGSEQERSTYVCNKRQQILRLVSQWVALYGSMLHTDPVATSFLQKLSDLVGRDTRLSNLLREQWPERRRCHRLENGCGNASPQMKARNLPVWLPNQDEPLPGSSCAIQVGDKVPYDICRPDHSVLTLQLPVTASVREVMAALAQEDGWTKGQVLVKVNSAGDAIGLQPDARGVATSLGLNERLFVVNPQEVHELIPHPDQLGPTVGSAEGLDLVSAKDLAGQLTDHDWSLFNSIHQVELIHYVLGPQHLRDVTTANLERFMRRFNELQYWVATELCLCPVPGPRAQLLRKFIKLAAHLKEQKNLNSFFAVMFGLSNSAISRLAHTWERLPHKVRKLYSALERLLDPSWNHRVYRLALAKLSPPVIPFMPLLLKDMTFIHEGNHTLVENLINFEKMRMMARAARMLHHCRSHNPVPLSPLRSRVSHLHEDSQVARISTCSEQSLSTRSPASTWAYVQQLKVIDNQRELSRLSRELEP
# EPAC1 ag: qHTS for Agonist of cAMP-regulated guanine nucleotide exchange factor 3 (EPAC1): primary screen; Potency, µM (top dose mostly 154 µM), inactives show at the highest dose activation, hits mostly activators; 360,000 compounds, 0.073% hits; EPAC1 agonist qHTS, biochemical assay; response scale: 100% = response to 6.5 mM cAMP; AID 720707, 2013; Rap guanine nucleotide exchange factor 3 (Homo sapiens), O95398; note: potency is the fitted concentration of half-maximal effect; nearly all actives have a fitted effect of over 60% in size
#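 Compounds were pinned as a concentration titration into mixtures of EPAC1 (100 nM), BODIPY-GDP-loaded Rap1B (250 nM) and GDP (50 uM). After 5 min at room temperature, fluorescence was followed for 30 min; activity was scaled to 6.5 mM cAMP.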
# PLK1 PBD inh: qHTS for Inhibitors of PLK1-PDB (polo-like kinase 1 - polo-box domain): Primary Screen; Serine/threonine-protein kinase PLK1 (Homo sapiens), P53350; Plk1 PBD binding of FITC phosphopeptide, fluorescence polarization; Potency, µM, for inactives: max response, negative = inhibition, actives largely listed as inhibitors; 360,000 compounds, 2.8% hits; AID 720504, 2013; note: potency is the fitted concentration of half-maximal effect; series mostly up to about 57 µM; % is set by controls: 0 for no effect and ±100 for the full control effect; nearly all actives have a fitted effect of over 65% in size
# MmCpn inh: Inhibitors of TCP-1 ring complex (TRiC) of Methanococcus maripaludis (MmCpn): qHTS | Chaperonin Mm-Cpn (Methanococcus maripaludis) | purified Mm-Cpn ATPase, ADP Transcreener TR-FRET | Potency, µM (doses to about 76.9 µM), for the others: at the top dose activity, negative = inhibition, usual class: inhibitors | 330,000 compounds, 0.031% hits; note: potency is the fitted concentration of half-maximal effect; % is set by controls: 0 for no effect and ±100 for the full control effect; nearly all actives have a fitted effect of over 80% in size
#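 25 nM Mm-CPN + cpd, 10 min 37°C; + 10 uM ATP, 30 min 37°C; buffer 30 mM Tris pH 7.4, 100 mM KCl, 5 mM MgCl2, 1 mM DTT; Transcreener ADP HTRF detection 30 min RT.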
# WRN helicase inh: qHTS for Inhibitors of WRN Helicase | Potency, µM (highest dose often 114 µM), inactives show at the highest dose activity change, negative = inhibition, usual class: inhibitors | Bifunctional 3'-5' exonuclease/ATP-dependent helicase WRN (Homo sapiens), Q14191 | 360,000 compounds, 0.46% hits | AID 651768, 2012 | WRN helicase unwinding, fluorescent forked duplex, kinetic; note: potency is the fitted concentration of half-maximal effect; % is set by controls: 0 for no effect and ±100 for the full control effect; nearly all actives have a fitted effect of over 55% in size
#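 WRN at 20 nM final preincubated with compound 15 min at room temperature; reaction started with 100 nM fluorophore/quencher forked duplex oligonucleotide and 2 mM ATP final. Unwinding followed kinetically by red fluorescence (ex 525, em 598 nm).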
# CCT chaperon mod: High-Throughput Screening for Modulators of Cytosolic Chaperonin Activity | 360,000 compounds, 0.3% hits | activity change, % (test concentration not listed), hits read low | purified chaperonin ATPase assay, HTRF ADP detection, 30 min | AID 651819, 2012; in the data active = activity change below about -30%; note: % is set by controls: 0 for no effect and ±100 for the full control effect
#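 TRiC at 40 or 20 nM final (batch-dependent) in 30 mM Tris pH 7.4, 100 mM KCl, 5 mM MgCl2, 1 mM DTT, with compound at single 76 uM and 10 uM ATP, 30 min at 37 deg C. ADP detected by HTRF Transcreener, 665/615 ratio.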
# PI5P4Ka inh: qHTS for Inhibitors of phosphatidylinositol 5-phosphate 4-kinase (PI5P4K); Phosphatidylinositol 5-phosphate 4-kinase type-2 alpha (Homo sapiens), P48426; PI5P4Kalpha enzyme, ADP-Glo luminescence, 60 min; hits give low values; max response, %; 330,000 compounds, 1.2% hits; active = max response of -50% or lower; inconclusive = between -30% and -50%; inactive = -30% or higher; note: value at the top dose of about 77 µM; % is set by controls: 0 for no effect and ±100 for the full control effect
#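 ADP-Glo luminescence end-point after a 60 min room-temperature kinase reaction. PI5P4Kalpha and substrate in HEPES pH 7.4 buffer with EGTA, 0.1% CHAPS and 5% DMSO; ATP at 5 microM final.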
# Starred values were filed as active, the others as inactive; ? = inconclusive; · = no result given; [ ] = dose if it differs, or a comment. Unless noted, calls come from the whole dose curve; as a rule, active = well fitted curve in the direction sought with a large enough effect; inconclusive = small, poorly fitted or top-dose-only effect, or another doubt; inactive = no such curve, though single readings can be large; an effect the other way counts as inactive or inconclusive. The list is partial (hit frequency here may not be typical).
SMILES,EPAC2 antag,EPAC1 antagonist,EPAC1 ag,PLK1 PBD inh,MmCpn inh,WRN helicase inh,CCT chaperon mod,PI5P4Ka inh
[N-]=[N+]=NC[C@H](Cc1ccccc1)N1CC[C@@H](O)CCC1=O,-1%,-26%,-19%,-6%,-4%,3%,-2.5,7
Clc1ccc(-c2nnc(-c3cccnc3)o2)cc1,7%,2%,4%,-9%,0%,-28%,-3.6,-5
CCN(CC)CCN(C(=O)c1ccc2c(c1)OCCO2)c1nc2ccc(C)cc2s1,-8%,-15%,6%,-1%,2%,-2%,0.1,-1
C#CCOCCOCCOCCNc1nc(N2CCN(C(=O)[C@H]([C@@H](C)O)n3cc(CCCCN)nn3)CC2)nc(N2CCN(C(=O)[C@H](CCCCN)n3cc(CCCC)nn3)CC2)n1,12%,-3%,-4%,10%,1%,0%,1.1,16
COc1ccccc1N1CCN(C(=O)c2cccc(S(=O)(=O)NCc3cccnc3)c2)CC1,-4%,-5%,1%,4%,0%,11%,0.0,1
COc1ccccc1CN1C(=NC(=O)C2CCCCC2)SC2CS(=O)(=O)CC21 (configuration not stated),-3%,7%,-3%,-7%,1%,-3%,-3.4,4
CN(C)N(Cc1ccccc1)C(=O)C(O)(c1ccccc1)c1ccccc1,-8%,-12%,6%,-11%,2%,-3%,0.0,2
CCN(C(=O)COc1cccc(-n2cnnn2)c1)C1CCS(=O)(=O)C1 (configuration not stated),7%,1%,1%,1%,0%,-3%,-0.9,-2
COc1ccc(NC(=O)C2CCN(S(=O)(=O)c3c(C)noc3C)CC2)cc1,4%,3%,-2%,-11%,-2%,2%,2.3,2
O=C(Cc1sc(-c2ccccc2)nc1-c1ccccc1)Nc1ccc(Cl)cc1,6%,2%,3%,-2%,-13%,-5%,1.0,11
CC(=O)N1c2ccc(S(=O)(=O)N3CCC(C(=O)NC4CCCCC4)CC3)cc2CC1C (configuration not stated),0%,-4%,-4%,?,-1%,9%,-0.3,-6
Cc1cc(O)ccc1NS(=O)(=O)c1ccc2c3c(cccc13)C(=O)N2,-22%,-15%,-2%,4%,0%,-22%,0.9,-3
CC1=NN(CCc2ccccn2)C(=O)CC1,2%,5%,1%,1%,·,-16%,-0.2,2
CSc1ccc(CN2CCC(N3CCC(C(=O)NC4CC4)CC3)CC2)cc1,-8%,-8%,6%,-13%,·,-1%,0.7,9
CC(C)(C)OC(=O)N1CCC(c2c(C(=O)N3CCN(C(=O)c4ccco4)CC3)cnn2-c2ccc(F)cc2)CC1,6%,22%,7%,-22%,-1%,-5%,-1.5,-6
CC(C(=O)N1CCCC1)N1CCN(S(=O)(=O)c2ccc(C(C)(C)C)cc2)CC1 (configuration not stated),0%,3%,-2%,3%,4%,7%,2.2,4
C/C(=N\NC(=O)CC1N=C(Cc2ccccc2)NNC1=O)c1ccc(Br)cc1 (configuration not stated),0%,-10%,4%,-4%,3%,-5%,-1.1,8
Cc1ccc(C(=O)N2NC(c3ccccc3F)C3C(=O)N(c4cccc(C)c4)C(=O)C32)cc1 (configuration not stated),7%,-21%,0%,-13%,2%,-5%,-3.9,3
COC(=O)c1c(Cl)c2n3ccccc3c(C)c(-c3ccccc3)c-2c1C(=O)OC,7%,-11%,-9%,24µM*,-17%,?,-0.5,-9
N#Cc1c(NC(=O)c2cc(C3CC3)on2)sc2c1CCC2,1%,12%,-2%,27µM*,-4%,-22%[57.1 µM],-1.1,-26
Cc1c(NC(=O)c2ccc([N+](=O)[O-])o2)cccc1-c1nc2ncccc2o1,2%,1%,8%,-6%,-2%,-3%,1.1,-1
Cc1ccc(S(=O)(=O)/N=C(\N)c2ccc(Cl)cc2)cc1,-4%,3%,0%,0%,3%,-3%,0.5,-1
Cc1ccn2c(CC(C)(C)C)c(-c3ccc(F)cc3)nc2c1,?,-19%,-8%,3%,·,3%,1.3,-2
CC(=O)c1ccccc1NC(=O)c1ccc(OCc2c(C)noc2C)cc1,4%,-28%,-4%,-18%,1%,1%,-1.2,6
Cc1nccn1CCCNC(=O)CC1C(=O)NCCN1Cc1ccccc1C(F)(F)F (configuration not stated),-3%,-23%,6%,-6%,0%,-7%,-0.1,2
CC1CN(c2ccc([N+](=O)[O-])cc2C(=O)N2CCOCC2)CC(C)N1 (configuration not stated),14%,14%,-5%,-3%,3%,13%,1.0,-5
COc1cc(NC(=O)c2cc(OC)c(OC)c(OC)c2)ccc1NC(=O)c1cccs1,-2%,2%,25%,-6%,0%,-8%,0.5,1
O=C(CCS(=O)(=O)c1ccccc1)NC1CCCCC1,10%,4%,-8%,-1%,4%,7%,0.6,1
Cc1cc(NC(=O)CSc2nc3c(c(=O)n2Cc2ccccc2)SC(C)C3)no1 (configuration not stated),11%,-8%,-1%,-15%,1%,7%,-3.1,-3
CN(C)C(=O)CCc1ccc2c3c([nH]c2c1)[C@]1(CCC2CCCC2)[C@@H](C(=O)N2CCOCC2)C[C@H](CC(=O)NCc2cccc(C(F)(F)F)c2)C(=O)N1CC3,4%,-7%,-16%,-1%,0%,-2%,0.1,5
Cc1cc(C)n(-c2cc(C(C)(C)C)nc3c(-c4ccccc4)cnn23)n1,?,-9%,5%,-6%,-5%,-3%,-1.0,0
COc1cccc(NC(=S)N(CCN(C)C)C(C)c2ccco2)c1 (configuration not stated),-2%,-2%,-5%,-5%,-1%,-22%,1.6,-1
Cc1ccccc1-c1nnc(SCC(=O)c2c(N)n(C3CC3)c(=O)[nH]c2=O)o1,4%,-15%,18%,-13%,0%,0%,-2.1,1
Cc1ccc(C(=O)NCC(=O)Nc2ccc(S(=O)(=O)Nc3cc(C)nc(C)n3)cc2)cc1,1%,-4%,1%,-14%,-2%,4%,-1.3,-7
CCCOc1ccc(Cn2c(=O)oc3ccc(C)cc32)cc1,-7%,-9%,1%,-1%,-1%,-3%,-0.4,23
Cc1cccc(CSc2ccc3nnc(-c4cccnc4)n3n2)c1,-3%,1%,8%,-7%,0%,-4%,0.0,1
O=S(=O)(c1ccc(OCC(O)CN2CCC(Cc3ccccc3)CC2)cc1)N1CCOCC1 (configuration not stated),-3%,2%,12%,-6%,-13%,63%[activator],-1.3,·
Cc1ccc2cc3c(nc2c1)OCC3,1%,-11%,6%,-2%,1%,-2%,-0.6,1
CCOC(=O)c1c(N)sc2c1CCC(CC)C2 (configuration not stated),-35%,-16%,5%,?,0%,-9%,-0.8,23
CCOc1ccccc1N(CC(=O)Nc1ccccc1)S(=O)(=O)c1ccccc1,-11%,4%,13%,6%,0%,-5%,-1.3,5

# Next part; the last two above are carried over.
SMILES,EPAC2 antag,EPAC1 antagonist,EPAC1 ag,PLK1 PBD inh,MmCpn inh,WRN helicase inh,CCT chaperon mod,PI5P4Ka inh
CCOC(=O)c1c(N)sc2c1CCC(CC)C2 (configuration not stated),-35%,-16%,5%,?,0%,-9%,-0.8,23
CCOc1ccccc1N(CC(=O)Nc1ccccc1)S(=O)(=O)c1ccccc1,-11%,4%,13%,6%,0%,-5%,-1.3,5
O=C(O)c1cc(C(F)(F)F)nc2c(C(F)(F)F)cccc12,-18%,2%,4%,-3%,·,3%,-1.0,7
O=C1/C(=C/c2ccncc2)Oc2cc(OS(=O)(=O)c3ccccc3)ccc21,2%,-6%,13%,-22%,2%,-9%,1.4,-8
OCC[C@H]1C[C@@H](O)[C@H](O)[C@@]2(CCCc3ccccc3O2)O1,8%,4%,-20%,-21%,0%,2%,-0.3,-5
Cc1ccc(NC(=O)Cn2ncc(Cl)c(Cl)c2=O)cc1S(=O)(=O)N1CCCCC1,-4%,?,-6%,-17%,?,-8%,-0.7,-58*
COc1cc(OC)c(C(=O)Nc2cc(S(=O)(=O)N3CCOCC3)ccc2N2CCOCC2)cc1OC,13%,11%,7%,-13%,·,0%,-1.8,2
Cc1ccc(-c2nn(CCC(=O)NN3CCOCC3)c(=O)c3ccccc23)cc1,-1%,-1%,6%,-2%,-2%,-2%,-2.9,1
Nc1nc(-c2cc3c(cc2Cl)OCCO3)cs1,-2%,2%,7%,-2%,1%,-20%,1.2,4
O=C(Cn1cc2c(n1)CCCCC2)NC1CCCCCC1,0%,-15%,3%,?,0%,-3%,0.5,8
CCOC(=O)CNC(=O)Cn1cnc2ccc(S(=O)(=O)N3CCC(C)CC3)cc2c1=O,1%,-10%,0%,-7%,0%,2%,0.6,-5
CC(=O)Nc1ccc(S(=O)(=O)NC2(C(F)(F)F)NC(=O)N(C3CCCCC3)C2=O)cc1 (configuration not stated),0%,-4%,3%,-6%,1%,0%,1.0,·
CCOC(=O)C1CCN(S(=O)(=O)c2ccccc2)CC1,8%,12%,0%,-5%,-2%,0%,-1.4,-5
CN(c1ccc(C(=O)NCCSCc2c(F)cccc2Cl)cc1)S(C)(=O)=O,-7%,13%,6%,0%,-17%,-2%,-1.2,-2
CCn1c(SCC(=O)Nc2sc3c(c2C#N)CCCC3)nnc1-c1ccncc1,24%,24%,10%,-12%,-7%,-5%,0.9,-8
CC(=O)c1ccc(O)c(CC=C(C)C)c1,-14%,-7%,7%,-12%,1%,-3%,-0.6,0
Cc1ccc(/C=C2\SC(=S)N(CCC(=O)NNC(=O)c3cccnc3)C2=O)cc1,20%,12%,2%,-10%,2%,8%,-0.8,1
Cc1nn(Cc2ccccc2)c(C)c1NS(=O)(=O)c1ccccc1,2%,-12%,8%,1%,1%,-22%,-2.7,-7
O=C(Cn1cnc2ccccc21)N/N=C/c1ccccc1[N+](=O)[O-],4%,22%,-12%,2%,4%,-19%[57.1 µM],-4.2,5

# Compound activity deposited in PubChem by National Center for Advancing Translational Sciences (NCATS).
